# Bioassay records as filed in PubChem BioAssay.
# Rpn11 inh = Rpn11 (human) deubiquitinase inhibition | AID 588493 | human 26S proteasome, Ub4-pepOG fluorescence polarization; 20S core pre-blocked with epoxomicin | 360,000 compounds, 0.59% hits | calls only at 20 µM;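 active = inhibition at 20 µM, scaled to each plate's controls, above about 33%, limit read from the data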
# Target sequence (O00487 whole entry, looked up): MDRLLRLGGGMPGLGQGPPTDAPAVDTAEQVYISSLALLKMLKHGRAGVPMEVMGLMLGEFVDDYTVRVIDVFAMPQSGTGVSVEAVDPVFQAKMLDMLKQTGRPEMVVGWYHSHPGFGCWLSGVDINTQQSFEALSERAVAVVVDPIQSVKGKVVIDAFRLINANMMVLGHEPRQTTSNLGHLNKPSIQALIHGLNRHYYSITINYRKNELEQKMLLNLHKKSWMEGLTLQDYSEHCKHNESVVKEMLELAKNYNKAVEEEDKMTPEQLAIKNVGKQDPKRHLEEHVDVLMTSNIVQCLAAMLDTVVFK
# DNMT1 inh = inhibitors of human DNMT1; DNMT1 molecular beacon, Hinp1I cleavage, fluorescence; inhibition (reported as % activation of signal), % at 10 µM; 360,000 compounds, 0.83% hits; in the data active = inhibition above about 50%
# Scp1 inh = inhibitors of human Scp-1 phosphatase. 340,000 compounds, 0.88% hits. AID 493091. Recombinant Scp1, phosphopeptide, malachite green phosphate absorbance. inhibition, % at 20 µM;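 active = inhibition above about 50% at 20 µM, limit read from the data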;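 note: plate controls were DMSO wells with enzyme for no effect and wells lacking enzyme for full effect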
# Target sequence (Q9GZU7 76-261 limits assumed): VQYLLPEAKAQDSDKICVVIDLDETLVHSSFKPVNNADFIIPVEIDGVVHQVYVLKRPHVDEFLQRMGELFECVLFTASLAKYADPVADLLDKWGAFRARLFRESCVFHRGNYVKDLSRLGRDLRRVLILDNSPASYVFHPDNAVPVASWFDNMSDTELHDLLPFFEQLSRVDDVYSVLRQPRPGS
#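 Times: enzyme reaction 45 min at room temperature, colour 5 min, stabilisation 30 min. Material: SCP-1 catalytic fragment, aa 76-261. Medium: Acidic Tris acetate buffer with magnesium and detergent. Signal: colorimetric free-phosphate detection, absorbance 630 nm. Read-out basis: % inhibition of SCP-1 phosphate liberation. Reagent: Phosphorylated 17-residue peptide substrate.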
# TbMetRS inhib = Trypanosoma brucei MetRS inhibition. 360,000 compounds, 0.4% hits. purified T. brucei MetRS, ATP depletion, Kinase-Glo luminescence. inhibition, % at 11.9 µM;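 active = inhibition above a per-plate cutoff of the control wells' mean inhibition plus 3 SD, cut at about 5.5% in these data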;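 note: 0% = DMSO wells median and 100% = median of wells with control inhibitor compound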
#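 Test system: purified T. brucei MetRS enzyme. Also added: ATP, methionine and E. coli bulk tRNA substrates. Compound: 11.9 µM single point. Schedule: 15 min enzyme-compound preincubation, 2 h reaction, 10 min detection, 25 °C. Signal: luciferase luminescence of residual ATP, Kinase-Glo. Evaluation: percent inhibition versus plate control medians. Controls: DMSO wells, low control.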
# STEP block = STEP (human) phosphatase inhibition. recombinant STEP, OMFP fluorogenic substrate, fluorescence. inhibition, % at 20 µM. 360,000 compounds, 0.25% hits. AID 588621;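 active = inhibition at 20 µM, scaled per plate between control wells, above about 37%, limit read from the data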;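 note: 0% = DMSO with enzyme and substrate and 100% = substrate only without enzyme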
#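 Material: STEP (striatal-enriched tyrosine phosphatase) enzyme, cell-free; Compound dosing: 20 µM single dose in 1% DMSO; Technique: fluorescence read at 480 nm ex / 540 nm em; Times: reaction 20 min, ambient temperature; Medium: 50 mM Bis-Tris pH 6.0 with 2.5 mM DTT and 0.005% Tween 20; Also added: OMFP at 25 µM.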
# CSN inh = inhibitors of human CSN-mediated cullin deneddylation; 360,000 compounds, 0.38% hits; inhibition, % at 12.5 µM; Q92905; Purified CSN, SCF-Nedd8-OG deneddylation, fluorescence polarization; AID 651999;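 active = pattern-corrected inhibition above about 35%, with an unprinted fluorescence ratio check between 0.5 and 1.5, limit read from the data, passing the limit was not always enough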;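 note: 0% = enzyme with substrate and 100% = substrate without enzyme; some results filed as inactive read as strong as hits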
#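 Detection – fluorescence polarization · System – HEK293T-derived human Csn5 enzyme · Controls – substrate-only high control, full reaction low control · Timing – 90 min, room temperature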
# SUMO1 PPI mod = SUMO1-SIM interaction modulation; P63165; SUMO1 binding to a labelled peptide, TR-FRET, 1 h; inhibition, % at 20 µM; 360,000 compounds, 0.33% hits; AID 602429; in the data active = inhibition above about 37%
# Target sequence (P63165 whole entry, looked up): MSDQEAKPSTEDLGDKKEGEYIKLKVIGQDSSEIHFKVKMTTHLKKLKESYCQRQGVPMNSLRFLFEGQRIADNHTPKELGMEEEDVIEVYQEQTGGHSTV
# NadD block = blocks S. aureus nicotinate mononucleotide adenylyltransferase | inhibition, % at 20 µM | 360,000 compounds, 0.78% hits | AID 602399 | purified NadD enzyme, colorimetric absorbance read-out; in the data active = inhibition above about 26%; note: some compounds past the cut are filed as inactive
# LMPTP block = LMPTP (human) inhibition. AID 651560. recombinant LMPTP-A, OMFP fluorogenic substrate, fluorescence intensity. 360,000 compounds, 0.22% hits. P24666. inhibition, % at 20 µM;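 active = compounds that cut the enzyme signal by at least half of the control window in the single-dose screen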;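 note: plate controls were DMSO wells with enzyme plus substrate for no effect and substrate without enzyme for full effect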
# Target sequence (P24666 whole entry, looked up): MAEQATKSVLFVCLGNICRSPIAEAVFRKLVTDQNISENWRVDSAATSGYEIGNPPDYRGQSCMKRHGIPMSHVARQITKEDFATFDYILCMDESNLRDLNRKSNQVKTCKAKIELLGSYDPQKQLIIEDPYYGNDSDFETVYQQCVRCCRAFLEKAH
#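 Buffer or medium: Bis-Tris pH 6.0, DTT, detergent; Assay system: LMPTP-A enzyme; Quantity: 0.625 nM enzyme; Detection: endpoint fluorescence intensity; Times: 50 min dark incubation at room temperature; Controls: substrate-only low control, DMSO enzyme-plus-substrate high control; Doses: single 20 µM dose; Read-out: percent inhibition versus substrate-only and uninhibited controls; Reagent: 400 µM OMFP.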
# MsrA inh = inhibitors of bovine MsrA; purified bovine MsrA, absorbance read-out; inhibition, % at 15.5 µM; 360,000 compounds, 0.75% hits; in the data active = inhibition above about 4.5%;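 note: 0% = vehicle wells with enzyme and 100% = reference inhibitor wells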
# * hit, by the source's call; i = inactive; nt = not tested or not shown; + = active, no number. The order is random; overall some 3.9% were active at least once.
Rpn11 inh | DNMT1 inh | Scp1 inh | TbMetRS inhib | STEP block | CSN inh | SUMO1 PPI mod | NadD block | LMPTP block | MsrA inh | Structure
i | 0 | 3 | -0.7 | 2 | -11 | 0 | -7 | -0.1 | -0.9 | CCN(CC(=O)NCc1ccc(F)cc1)c1ccc(S(C)(=O)=O)cc1[N+](=O)[O-]
i | -9 | -10 | 0.5 | 2 | 2 | -5 | -6 | 2.6 | 0.5 | O=C(CSc1cccs1)Nc1ccc2ccccc2c1
i | 4 | -4 | -0.3 | -3 | -3 | -1 | 0 | -1.6 | -0.9 | Cc1c(NC(=O)CSc2nnc(C(C)N(C)C)n2-c2ccccc2)c(=O)n(-c2ccccc2)n1C (configuration not stated)
i | -2 | 6 | -0.3 | 0 | 1 | 1 | 7 | 1.0 | 0.5 | Cc1nc(NNC(=O)c2ccccc2)cc(-c2ccccc2)n1
i | 2 | 1 | -0.5 | -1 | 5 | 0 | -2 | -1.1 | 0.6 | O=C(Nc1cccnc1)c1ccc(COCC(F)(F)F)cc1
i | 3 | 9 | -0.6 | -2 | -3 | 1 | 4 | 0.1 | -1.6 | O=C(CSc1nnc(Cc2ccccc2)n1Cc1ccccc1)NCc1ccco1
+ | 2 | nt | -0.1 | -2 | 2 | -2 | 1 | -1.6 | 2.2 | O=C(/C=C/c1ccc(F)cc1)Nc1cc(S(=O)(=O)N2CCOCC2)ccc1N1CCOCC1
i | -3 | -2 | 0.0 | -2 | -1 | -2 | -2 | 1.6 | 0.3 | C/C(=N\Nc1nc(C)cc(-c2ccccc2)n1)c1ccccc1
i | 3 | -10 | -0.1 | -1 | 6 | 1 | -3 | 0.8 | -0.2 | N#CC1(NC(=O)COC(=O)CSc2ccc(F)cc2)CCCCC1
i | -14 | -11 | -0.6 | -2 | 2 | 5 | 0 | 0.3 | 3.8 | COc1ccc(S(=O)(=O)Nc2ccc(O)c3ccccc23)cc1
i | 7 | -2 | -0.3 | -3 | -3 | -3 | 4 | -1.6 | -0.8 | O=C(CN1CCN(S(=O)(=O)c2ccc(Br)s2)CC1)NC1CCCCC1
i | 1 | 4 | -1.5 | -2 | 2 | -3 | -4 | 0.7 | -1.0 | Cc1cc(C)c(C)c(OCC(=O)N2CCN(c3ccccn3)CC2)c1
i | 0 | -6 | -0.5 | 2 | -1 | 0 | 2 | -1.1 | 1.7 | CCCN1C2CCCC1CC(NC(=O)c1cccc(Cl)c1)C2 (configuration not stated)
i | -1 | -3 | -0.1 | 0 | 1 | -4 | 0 | -0.5 | -1.1 | CCOC(=O)N1CCC(NC(=O)CN(c2ccc(C(C)C)cc2)S(=O)(=O)c2c(C)nn(C)c2C)CC1
i | -3 | 0 | -1.6 | -2 | -3 | 0 | 1 | -0.2 | 1.0 | Cc1ccc(C)c(S(=O)(=O)NCc2ccc(C(=O)N3CCN(C)CC3)cc2)c1
i | 0 | nt | -1.0 | -1 | 4 | 2 | -2 | -0.4 | 0.1 | C[C@@H]1CN([C@H](C)CO)S(=O)(=O)c2ccc(-c3cccc(C#N)c3)cc2O[C@H]1CN(C)C(=O)Nc1cc(F)ccc1F
i | -3 | 5 | -1.5 | -7 | 2 | 6 | -6 | -0.6 | -0.3 | Cc1ccc2c(c1)c(C)c(C)n2CC(O)Cn1nc(C)cc1C (configuration not stated)
i | 24 | 4 | -0.8 | 1 | -5 | 0 | 11 | 0.4 | -0.8 | Cc1cc(C)cc(NC(=O)/C(C#N)=C/c2cn(CC(=O)NCc3ccco3)c3ccccc23)c1
i | 20 | -5 | -0.6 | -2 | 3 | 6 | -7 | -0.9 | 1.9 | CCOc1cccc2sc(N(CCN(C)C)C(=O)c3ccc(Br)s3)nc12
i | 1 | -4 | -0.1 | 4 | 0 | -2 | 6 | 0.4 | 0.1 | CC(C)CCN(C(=S)Nc1cccc(C(F)(F)F)c1)C(C)c1ccccn1 (configuration not stated)
i | -8 | -4 | -0.6 | 4 | 1 | 5 | -4 | 3.1 | -0.5 | Cc1ccc(C(C)C)cc1OCC(=O)Nc1ccc(N2CCCCC2)cc1
i | 0 | 13 | -0.3 | -2 | 3 | 2 | 1 | 0.4 | -0.1 | COC(=O)c1ccccc1NC(=O)CN1C(=O)NC2(CCCCCCC2)C1=O
i | -2 | -1 | 0.2 | -1 | -1 | 1 | -1 | 0.2 | -0.2 | Cc1ccccc1NC(=O)COC(=O)c1cccnc1
i | 1 | 10 | -0.2 | -2 | 6 | -9 | 12 | 1.6 | -0.2 | CCOC(=O)c1cc2c(=O)n3ccccc3nc2n(Cc2ccco2)c1=NC(=O)c1ccccc1OCC

# Compounds above containing a halogen, in the order listed:
Rpn11 inh | DNMT1 inh | Scp1 inh | TbMetRS inhib | STEP block | CSN inh | SUMO1 PPI mod | NadD block | LMPTP block | MsrA inh | Structure
i | 0 | 3 | -0.7 | 2 | -11 | 0 | -7 | -0.1 | -0.9 | CCN(CC(=O)NCc1ccc(F)cc1)c1ccc(S(C)(=O)=O)cc1[N+](=O)[O-]
i | 2 | 1 | -0.5 | -1 | 5 | 0 | -2 | -1.1 | 0.6 | O=C(Nc1cccnc1)c1ccc(COCC(F)(F)F)cc1
+ | 2 | nt | -0.1 | -2 | 2 | -2 | 1 | -1.6 | 2.2 | O=C(/C=C/c1ccc(F)cc1)Nc1cc(S(=O)(=O)N2CCOCC2)ccc1N1CCOCC1
i | 3 | -10 | -0.1 | -1 | 6 | 1 | -3 | 0.8 | -0.2 | N#CC1(NC(=O)COC(=O)CSc2ccc(F)cc2)CCCCC1
i | 7 | -2 | -0.3 | -3 | -3 | -3 | 4 | -1.6 | -0.8 | O=C(CN1CCN(S(=O)(=O)c2ccc(Br)s2)CC1)NC1CCCCC1
i | 0 | -6 | -0.5 | 2 | -1 | 0 | 2 | -1.1 | 1.7 | CCCN1C2CCCC1CC(NC(=O)c1cccc(Cl)c1)C2 (configuration not stated)
i | 0 | nt | -1.0 | -1 | 4 | 2 | -2 | -0.4 | 0.1 | C[C@@H]1CN([C@H](C)CO)S(=O)(=O)c2ccc(-c3cccc(C#N)c3)cc2O[C@H]1CN(C)C(=O)Nc1cc(F)ccc1F
i | 20 | -5 | -0.6 | -2 | 3 | 6 | -7 | -0.9 | 1.9 | CCOc1cccc2sc(N(CCN(C)C)C(=O)c3ccc(Br)s3)nc12
i | 1 | -4 | -0.1 | 4 | 0 | -2 | 6 | 0.4 | 0.1 | CC(C)CCN(C(=S)Nc1cccc(C(F)(F)F)c1)C(C)c1ccccn1 (configuration not stated)
